Compound activity deposited in PubChem BioAssay by National Center for Advancing Translational Sciences (NCATS).
KB-V1 cytotox: kills drug-selected multidrug resistant KB-V1 cells. KB-V1 MDR cells viability, CellTiter-Glo, 72 h. Potency, µM (highest dose often 46.1 µM), inactives show at the highest dose activity change, negative = cytotoxicity, usual class: cytotoxic. actives 3.4% (n = 400,000). AID 1347076; also: % is scaled to controls: 0 for no effect and ±100 for the full control effect; nearly all actives have a fitted effect of over 60% in size
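KB-V1 cells (P-gp-expressing MDR subline of KB-3-1) in phenol-red-free DMEM with 10% FBS were exposed to library compounds over a concentration series for 72 h at 37 degrees C. Viability read by CellTiter-Glo luminescence; concentration-effect curves fitted after normalization.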
GLP1R cytotox: cytotoxicity in counter-screen for GLP-1R inverse agonists | actives 0.13% (n = 410,000) | AID 624418 | Potency, µM (doses to about 38.3 µM), for inactives: top-dose activity change, negative = inhibition, usual class: inhibitors | HEK293 cAMP-luciferase reporter cells, luminescence, 24 h;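 also: loss of luciferase light is scored as toxicity; % is scaled to controls: 0 for no effect and ±100 for the full control effect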
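Compound-treated cells are incubated 24 hr at 37 deg C under 5% CO2 after a 12 hour attachment period, then luciferase detection reagent is added and luminescence is measured following 12 min at room temperature; lowered signal indicates toxicity.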
HT1080 IDH1KD tx: toxicity to HT-1080 IDH1 knockdown cells (counter line) | HT-1080 IDH1 knockdown viability, ATP luminescence, 48 h | Potency, µM (highest dose often 46.1 µM), for the others: at the highest dose activity, negative = toxicity, most hits filed as cytotoxic | actives 2% (n = 360,000) | AID 686971;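 also: 0% = DMSO wells and -100% = cell-free medium wells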
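Knockdown cells (IDH1KD HT-1080) received compounds 2 h after plating at 750 cells/well and were kept 48 h at 37 °C in 5% FBS RPMI. A CellTiter-Glo luminescence read gave % activity for curve fitting.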
KB-3-1 cytotox: kills parental KB-3-1 adenocarcinoma cells. AID 1347075. actives 1.4% (n = 400,000). Potency, µM (titrated, usually from 46.1 µM), without a hit: at the top dose activity change, negative = cytotoxic, most hits filed as cytotoxic. KB-3-1 viability, CellTiter-Glo ATP luminescence, 72 h; also: % is scaled to controls: 0 for no effect and ±100 for the full control effect; nearly all actives have a fitted effect of over 60% in size
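Here the drug-naive KB-3-1 line serves as comparator for MDR sub-line selectivity; cells received compound titrations, 72 h at 37 °C, then CellTiter-Glo readout.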
GLP-1R inv ag: acts as inverse agonist at human GLP-1 receptor. HEK293 GLP-1R CRE-luciferase, luminescence, 24 h; GLP-1R form is constitutively active. Potency, µM (top dose mostly 38.3 µM), for inactives: at the highest dose activity change, negative = inhibition, hits mostly inhibitors. actives 1.6% (n = 410,000). AID 624417; also: % is scaled to controls: 0 for no effect and ±100 for the full control effect; nearly all actives have a fitted effect of over 55% in size
Target sequence (P43220 whole entry, looked up): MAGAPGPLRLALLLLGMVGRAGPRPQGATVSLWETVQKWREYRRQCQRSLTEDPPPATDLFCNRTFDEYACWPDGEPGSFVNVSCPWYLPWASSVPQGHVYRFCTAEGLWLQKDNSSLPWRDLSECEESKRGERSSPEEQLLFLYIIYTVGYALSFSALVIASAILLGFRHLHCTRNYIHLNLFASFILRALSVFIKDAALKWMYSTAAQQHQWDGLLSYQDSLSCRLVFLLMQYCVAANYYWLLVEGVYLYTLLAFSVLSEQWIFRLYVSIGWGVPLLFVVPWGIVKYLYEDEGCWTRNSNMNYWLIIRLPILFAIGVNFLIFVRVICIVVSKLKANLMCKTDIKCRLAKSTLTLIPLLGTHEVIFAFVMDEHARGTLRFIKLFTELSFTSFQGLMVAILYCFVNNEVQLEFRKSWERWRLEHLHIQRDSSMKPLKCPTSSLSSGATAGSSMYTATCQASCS
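Using stably transfected HEK293 (constitutively active GLP-1R, cAMP-luciferase reporter), compounds were incubated 24 hr and luciferase measured by luminescence.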
TDP-43 yeast inh: inhibitors of TDP-43 toxicity in yeast; TDP-43 expressing yeast growth rescue, BacTiter-Glo, 24 h; Potency, µM (titrated, usually from 46.1 µM), without a hit: top-dose growth rescue (activation), hits mostly activators; actives 1.8% (n = 410,000); AID 652104; also: % of control where 0% means no effect; nearly all actives have a fitted effect of over 50% in size
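In this qHTS, compounds that restore growth of yeast expressing TDP-43 appear as activators. Cells (OD600=0.02, galactose medium, raffinose-pregrown) are incubated with compound 24 hr at 30 deg C and growth is quantified by BacTiter-Glo.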
GLP1R ag: activates the human GLP-1 receptor. Potency, µM (top dose mostly 45.6 µM), for inactives: at the highest dose activation, most hits filed as activators. HEK293 GLP-1R CRE-luciferase, luminescence, 4-6 h; cells express a hypersensitive GLP-1R form. actives 0.007% (n = 380,000). AID 624172; also: % of control where 0% means no effect
HT1080NT lethal: kills 2HG-producing HT-1080-NT fibrosarcoma cells; AID 686970; actives 1.6% (n = 360,000); HT-1080-NT fibrosarcoma viability, CellTiter-Glo ATP luminescence, 48 h; Potency, µM (titrated, usually from 46.1 µM), without a hit: at the highest dose activity, negative = less viability, hits mostly cytotoxic;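 also: NT is the 2HG producing partner of a matched IDH1 knockdown line; 0% = DMSO-treated cells and -100% = media-only wells without cells; nearly all actives have a fitted effect of over 55% in size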
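750 cells/well, RPMI + 5% FBS; 2 h settle, compound pin-transfer, 48 h at 37 degrees C. CellTiter-Glo 10 min RT, luminescence. Normalized to DMSO and media-only wells.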
SW480 rereplic: induces DNA re-replication in SW480 colon adenocarcinoma cells; SW480 DNA re-replication, Hoechst DNA content imaging, 48 h; Potency, µM (doses to about 46.1 µM), inactives show at the highest dose re-replication activation, usual class: activators; actives 1.8% (n = 340,000); AID 624297; also: % of control where 0% means no effect; nearly all actives have a fitted effect of over 55% in size
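Compounds, transferred as 23 nL by pin tool, were incubated with cells for 48 hr; DNA content per nucleus was then quantified by Hoechst staining and fluorescence plate imaging.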
Active calls of the source: *; ? = inconclusive; · = not tested or not shown; [ ] = remark or other dose. Calls follow the shape of the dose curve; as a rule, active = well fitted curve in the direction sought with a large enough effect; inconclusive = small, poorly fitted or top-dose-only effect, or another doubt; inactive = no such curve, though single readings can be large; an effect the other way counts as inactive or inconclusive. Potency is read from the fitted curve at half-maximal effect. Random draw from the library. About 9.4% of those tested had a hit in this group.

SMILES	KB-V1 cytotox	GLP1R cytotox	HT1080 IDH1KD tx	KB-3-1 cytotox	GLP-1R inv ag	TDP-43 yeast inh	GLP1R ag	HT1080NT lethal	SW480 rereplic
COc1ccc(NC(=O)C(=O)Nc2cccc3ccccc23)c(OC)c1	?	26%	25%	6%	27%	-17%	-11%	16%	-4%
O=C(Nc1ccncc1)c1sc2ccccc2c1Cl	8.2µM*	-1%	0%	-27%	25%	29%	14%	12%	-5%
Cc1cc(C)nc(NS(=O)(=O)c2ccc(N3Cc4ccccc4C3=O)cc2)n1	2%	0%	8%	15%	27%	-10%	1%	17%	-10%
Cc1cccc(N2C(=O)C(Cl)=C(Nc3c(C)n(C)n(-c4ccccc4)c3=O)C2=O)c1C	1%	-6%	3%	21%	0%	-4%	8%	-6%	-1%
CCN1CCN(C(=O)Cn2ncc3c([nH]c4ccccc43)c2=O)CC1	14%	1%	0%	2%	2%	15%	-6%	4%	-7%
Cc1ccc(C)c(N2CCN(CCN3CCCCC3)CC2)c1	?	0%	9%	1%	?	17%	-1%	8%	20%
Cc1ccc2[nH]c(=O)c(CN(Cc3cccnc3)C(=S)NCCCN(C)C)cc2c1	6%	-1%	-3%	6%	-17%	-2%[9.22 µM]	9%	-6%	-8%
O=[N+]([O-])c1ccc2c(c1)CCN2	1%	-8%	-5%	2%	1%	-26%	1%	-4%	-10%
CCCCOC(=O)C(C#N)c1nc2ccccc2nc1N1CCOCC1 (stereo not given)	-1%	43%[activator]	-9%	1%	?	15%	0%	-8%	6%
CCCCN1Cc2c(nc3cc(-c4ccco4)[nH]n3c2=O)C1=O	10%	-17%	19%	22%	26%	-11%[1.82 µM]	1%	1%	-4%
CC1CCC(NS(=O)(=O)c2ccc(N3CCCC3=O)cc2)CC1 (stereo not given)	1%	1%	-3%	?	4%	15%	13%	-5%	18%
COc1ccc(-c2csc(C(O)c3ccc(OC)cc3)n2)cc1 (stereo not given)	-29%	-7%	?	-1%	?	?	3%	?	·
CCOc1ccccc1NC(=O)CSc1nnc2ccc(-c3ccccn3)nn12	-5%	18%	-6%	-1%	-1%	-5%	1%	-7%	2%
Cc1ccc(CCNS(=O)(=O)c2ccc3c(c2)NC(=O)C(C)C(=O)N3)cc1 (stereo not given)	?	-1%	-8%	5%	-27%	8%	1%	7%	0%
O=[N+]([O-])c1ccc(NCCCN2CCOCC2)c([N+](=O)[O-])c1	11%	-12%	-4%	7%	1%	-9%	24%	-20%	-8%
O=C(COc1ccccc1Cl)N1CCN(C(=O)c2ccco2)CC1	?	-6%	4%	?	7%	26%	-5%	1%	-5%
CCN(CC)C(=O)C1CCN(S(=O)(=O)c2ccc3c(c2)CCCN3C(C)=O)CC1	-26%	-11%	·	-17%	6%	-5%	·	·	·
CC(C)(C)OC(=O)c1c(N)n(CCCN2CCCC2=O)c2nc3ccccc3nc12	-16%	·	-1%	4%	-3%	?	-4%	0%	-6%
Cc1cc(=O)[nH]c(SCC(=O)Nc2ccccc2C)n1	7%	1%	17%	0%	1%	-18%[9.22 µM]	6%	13%	2%
CC(=O)c1c(C)[nH]c(C(=O)OCC(=O)N2CCN(S(=O)(=O)c3ccc(C)cc3)CC2)c1C	0%	-20%	0%	-13%	-17%	19%	-2%	-1%	-31%[inhibitor]
COc1cccc(-n2c(CNc3ccc(F)cc3)nnc2SCC(N)=O)c1	8%	-7%	-3%	2%	-26%	-10%	2%	11%	0%
Cc1cccn2c(=O)c(C(=O)NC3CCCCC3C)c(O)nc12 (stereo not given)	16µM*	21%	?	?	33%[activator]	-49%	7%	-16%	10%
CCOC(=O)c1ccccc1NC(=O)c1cnc(N2CCOCC2)c2ccccc12	-5%	3%	·	7%	0%	?	·	·	·
Cc1ccccc1NC(=O)NCc1cccnc1	?	20%	10%	17%	0%	-19%	4%	18%	-36%[inhibitor]

For reference, some entries already given.
SMILES	KB-V1 cytotox	GLP1R cytotox	HT1080 IDH1KD tx	KB-3-1 cytotox	GLP-1R inv ag	TDP-43 yeast inh	GLP1R ag	HT1080NT lethal	SW480 rereplic
Cc1cccn2c(=O)c(C(=O)NC3CCCCC3C)c(O)nc12 (stereo not given)	16µM*	21%	?	?	33%[activator]	-49%	7%	-16%	10%
CCOC(=O)c1ccccc1NC(=O)c1cnc(N2CCOCC2)c2ccccc12	-5%	3%	·	7%	0%	?	·	·	·
Cc1ccccc1NC(=O)NCc1cccnc1	?	20%	10%	17%	0%	-19%	4%	18%	-36%[inhibitor]

(more compounds)
SMILES	KB-V1 cytotox	GLP1R cytotox	HT1080 IDH1KD tx	KB-3-1 cytotox	GLP-1R inv ag	TDP-43 yeast inh	GLP1R ag	HT1080NT lethal	SW480 rereplic
O=C(Cc1ccc(Cl)cc1)Nc1ccc(Br)cc1	-18%	28%	-14%	-6%	?	-4%	4%	-14%	0%
Cc1ccc(-c2cc(=O)[nH][nH]2)c(C)c1	3%	0%	3%	-25%	-4%	-4%	-5%	-1%	-6%
O=C(NC(c1ccccc1)c1ccccc1)c1ccc(S(=O)(=O)C(F)F)cc1	0%	-8%	-1%	9%	-1%	7%	-5%	0%	-1%
CCOc1ccc(NC(=O)N2CCC(C(=O)c3ccc(F)cc3)CC2)cc1	?	-11%	0%	10%	?	?	-6%	3%	-13%
CCS(=O)(=O)n1nc(NCc2cccc(OC)c2)nc1NCc1cccc(OC)c1	?	2%	0%	-4%	-30%	15%	12%	-2%	1%
Cc1cc(C)n(C(C)CC(=O)Nc2ccc(Cl)cc2C)n1 (stereo not given)	-2%	5%	·	4%	2%	17%	·	·	·
COc1ccc(C2CC(c3ccc(F)cc3)n3nc(NC(=O)c4ccco4)nc3N2)cc1 (stereo not given)	-15%	0%	-2%	2%	-12%	-4%	8%	0%	-1%
CC1CCC2(CC1)NC(=O)N(CC(=O)NC(C)c1ccc(F)c(F)c1)C2=O (stereo not given)	-3%	19%	0%	9%	2%	8%	-3%	2%	-10%
Cc1cc(N2CCC(C)CC2)nc2ccc(NC(=O)CCC(=O)N3CCN(c4ccccc4F)CC3)cc12	2%	-20%	·	-18%	?	5%	·	·	·
Clc1ccc(CCNC(c2ccc(Cl)cc2)c2nnc(-c3ccccc3)o2)cc1 (stereo not given)	-1%	30%[activator]	·	-16%	?	17%	·	·	·
CCOc1ccccc1NC(=O)CN1C(=O)NC(Cc2c[nH]c3ccccc23)C1=O (stereo not given)	0%	1%	0%	6%	?	13%	2%	-5%	-25%
c1cc(-c2ccoc2)n2ccnc2c1	4%	2%	4%	0%	5%	20%	-2%	?	·
CCOc1cc(C(=O)O)cc(Cl)c1OCC#N	2%	-11%	14%	1%	11%	-13%	-25%	14%	-3%
COc1ccc(OC)c(CN2CCCC(C(=O)c3ccccc3SC)C2)c1 (stereo not given)	3%	-27%	?	-23%	?	-4%	21%	?	?
COc1ccc(C(=O)N2CC(=O)Nc3ccccc32)cc1S(=O)(=O)N1CCOCC1	11%	3%	-1%	7%	4%	4%	12%	-2%	-9%
Cc1nnsc1C(=O)Oc1ccc(C#N)cc1	24%	-16%	·	5%	3%	-20%	·	·	·
COc1ccc(CN2CCN(C(=O)Cn3ncn4cccc4c3=O)CC2)c(OC)c1OC	3%	-18%	0%	-10%	-8%	4%	-6%	-1%	5%
CCCCNc1ccc(-c2nc(-c3ccccn3)no2)cc1[N+](=O)[O-]	1%	4%	·	12%	16%	4%	·	·	·
C=CCn1cc(C(=O)OCC)c(=O)c2ccc(F)cc21	-3%	-9%	-2%	-5%	9%	-3%	3%	-7%	26%
Cn1c2c(c(=O)n(C)c1=O)C(CC(=O)Nc1ccccc1F)C(=O)N2 (stereo not given)	-11%	14%	16%	11%	9%	-19%	0%	2%	?
COc1ccc(C2(CNC(=O)c3ccccc3[N+](=O)[O-])CCOCC2)cc1	2%	5%	21%	3%	-4%	-5%	0%	15%	-19%
O=C(O)CC/C(=C\c1ccc(N2CCCC2)c([N+](=O)[O-])c1)c1nc2ccccc2s1	-6%	-7%	-25%	-9%	-12%	23%	15%	-4%	-4%
COC(=O)CCC(=O)NC(=S)Nc1ccc(S(=O)(=O)Nc2cc(OC)nc(OC)n2)cc1	-16%	-11%	17%	-25%	18%	11%	-12%	15%	2.6µM*
CCOC(=O)c1cc(C#N)c(N2CCCNCC2)nc1C(F)(F)F	4%	3%	-1%	-4%	-13%	-23%	15%	-8%	-1%
CCC(C(=O)Nc1ccc(S(=O)(=O)N2CCN(C)CC2)cc1)c1ccccc1 (stereo not given)	-3%	2%	-6%	-1%	?	13%	5%	-3%	11%
COc1ccc(-n2c(C)nc3cc(C(=O)NCc4ccc5c(c4)OCO5)ccc32)cc1	4%	-10%	12%	1%	4%	7%	19%	14%	2%
CCOc1ccc(Nc2nc(N3CCCC3)nc(N3CCN(c4ccc(OC)cc4)CC3)n2)cc1	-8%	15%	15%	4%	3%	18%	0%	24%	11%
Cc1ncoc1C(=O)N1CCCC(C(=O)c2cccc(OC(C)C)c2)C1 (stereo not given)	-3%	4%	1%	3%	12%	-5%	18%	4%	5%
COc1cccc(-c2nc3ccc(C(=O)N4CCCC(O)C4)cc3o2)c1 (stereo not given)	?	-2%	-6%	5%	23%	-12%	2%	-2%	0%
O=C(CSc1n[nH]c(-c2ccccc2Cl)n1)N1CCN(c2ccccc2F)CC1	-1%	4%	·	2%	0%	?	·	·	·
Cc1ccc2cc(C#N)c(NCCNC(=O)C3CC3)nc2c1C	3.7µM*	54%[activator]	-7%	?	0%	?	-3%	-3%	?
Cc1ccccc1CNC(=O)CSc1nnc(C)c2c(C)n(-c3ccccc3)nc12	-1%	19%	·	-2%	1%	0%	·	·	·
